Screening results: PubChem, National Center for Advancing Translational Sciences (NCATS)
POLI inh: qHTS for Inhibitors of Polymerase Iota; DNA polymerase iota (Homo sapiens), Q9UNA4; 390,000 compounds, 1% hits; Potency, µM (titrated, usually from 115 µM), for the others: top-dose activity, negative = inhibition, usual class: inhibitors; Pol iota fluorescent replication assay, 10 min
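Pol iota at 10 nM preincubated 15 min with compounds at room temperature; reaction started with fluorescent substrate, 50 nM final. Fluorescence read kinetically at 0 and 10 min; buffer-only wells as negative control.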
G9a block: qHTS Assay for Inhibitors of Histone Lysine Methyltransferase G9a; Histone-lysine N-methyltransferase EHMT2 (Homo sapiens), Q96KQ7; G9a H3K9 monomethylation, AlphaScreen, 2 h; Potency, µM (series often up to 102 µM), without a hit: at the top dose activity, negative = inhibition, usual class: inhibitors; 350,000 compounds, 8.8% hits; also: % is scaled to controls: 0 for no effect and ±100 for the full control effect; nearly all actives have a fitted effect of over 75% in size
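Methyltransferase reactions run at room temperature for 2 h (20 nM enzyme, 500 nM biotin-H3K9 peptide, 20 uM SAM) after a 15 min compound preincubation; product detected by AlphaScreen beads and anti-H3K9me1 antibody.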
Pol eta inh: qHTS for Inhibitors of Polymerase Eta | 390,000 compounds, 1.2% hits | AID 588591, 2011 | Potency, µM (titrated, usually from 114 µM), without a hit: at the highest dose activity change, negative = inhibition, hits mostly inhibitors | recombinant Pol eta, fluorescent DNA replication assay; also: % is scaled to controls: 0 for no effect and ±100 for the full control effect
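Fluorescent replication assay: 50 nM final substrate added after a 15 min room-temperature compound preincubation with 10 nM enzyme. Signal taken at 0 min and again at 10 min.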
BAZ2B inh: qHTS Assay for Inhibitors of BAZ2B. Bromodomain adjacent to zinc finger domain protein 2B (Homo sapiens), Q9UIF8. AlphaScreen BAZ2B-H3K14Ac peptide displacement. Potency, µM (highest dose often 114 µM), for the others: top-dose activity change, negative = inhibition, usual class: inhibitors. 360,000 compounds, 4.4% hits; also: % is scaled to controls: 0 for no effect and ±100 for the full control effect; nearly all actives have a fitted effect of over 60% in size
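In this displacement format the biotinylated H3(5-23) peptide acetylated at Lys14 serves as ligand at 50 nM, with BAZ2B at 50 nM in PBS pH 7.4 containing 0.01% Tween-20. Donor and acceptor beads are 10 ug/mL final.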
Pol beta inh: qHTS Assay for Inhibitors of DNA Polymerase Beta | P06746 | Pol beta primer extension/strand displacement, fluorescence kinetic | Potency, µM (titrated, usually from 114 µM), inactives show top-dose activity change, negative = inhibition, actives largely listed as inhibitors | 340,000 compounds, 1.3% hits; also: % is scaled to controls: 0 for no effect and ±100 for the full control effect
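Reaction started by 50 nM substrate onto compound-treated Pol beta (10 nM, 15 min preincubation, room temperature); plates read at 0 min and 10 min. Normalized concentration-effect data fitted by four-parameter Hill equation.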
APEX1 inh: qHTS Assay for Inhibitors of the Human Apurinic/apyrimidinic Endonuclease 1 (APE1); DNA repair nuclease/redox regulator APEX1 (Homo sapiens), P27695; AID 2517, 2012; Potency, µM (doses to about 65.8 µM), for the others: top-dose activity change, negative = inhibition, most hits filed as inhibitors; recombinant APE1, TAMRA/BHQ-2 abasic DNA cleavage fluorescence; 350,000 compounds, 0.35% hits;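 also: plate controls were vehicle for no effect and reference inhibitor for full effect; nearly all actives have a fitted effect of over 55% in size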
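Quantitative HTS: incision of a TAMRA/BHQ-2 double-stranded substrate bearing a tetrahydrofuran abasic site by 0.75 nM APE1 raises fluorescence. Substrate 50 nM final, added after 15 min compound preincubation at room temperature; progress as third-minus-first kinetic read difference.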
BLM inh: qHTS Assay for Inhibitors of Bloom's syndrome helicase (BLM); Potency, µM (highest dose often 56.1 µM), without a hit: at the highest dose activity change, negative = inhibition, usual class: inhibitors; 350,000 compounds, 0.2% hits; RecQ-like DNA helicase BLM (Homo sapiens), P54132; recombinant BLM DNA unwinding, fluorescence dequenching;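 also: plate controls were vehicle for no effect and no enzyme for full effect; nearly all actives have a fitted effect of over 35% in size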
Target sequence (P54132 whole entry, looked up): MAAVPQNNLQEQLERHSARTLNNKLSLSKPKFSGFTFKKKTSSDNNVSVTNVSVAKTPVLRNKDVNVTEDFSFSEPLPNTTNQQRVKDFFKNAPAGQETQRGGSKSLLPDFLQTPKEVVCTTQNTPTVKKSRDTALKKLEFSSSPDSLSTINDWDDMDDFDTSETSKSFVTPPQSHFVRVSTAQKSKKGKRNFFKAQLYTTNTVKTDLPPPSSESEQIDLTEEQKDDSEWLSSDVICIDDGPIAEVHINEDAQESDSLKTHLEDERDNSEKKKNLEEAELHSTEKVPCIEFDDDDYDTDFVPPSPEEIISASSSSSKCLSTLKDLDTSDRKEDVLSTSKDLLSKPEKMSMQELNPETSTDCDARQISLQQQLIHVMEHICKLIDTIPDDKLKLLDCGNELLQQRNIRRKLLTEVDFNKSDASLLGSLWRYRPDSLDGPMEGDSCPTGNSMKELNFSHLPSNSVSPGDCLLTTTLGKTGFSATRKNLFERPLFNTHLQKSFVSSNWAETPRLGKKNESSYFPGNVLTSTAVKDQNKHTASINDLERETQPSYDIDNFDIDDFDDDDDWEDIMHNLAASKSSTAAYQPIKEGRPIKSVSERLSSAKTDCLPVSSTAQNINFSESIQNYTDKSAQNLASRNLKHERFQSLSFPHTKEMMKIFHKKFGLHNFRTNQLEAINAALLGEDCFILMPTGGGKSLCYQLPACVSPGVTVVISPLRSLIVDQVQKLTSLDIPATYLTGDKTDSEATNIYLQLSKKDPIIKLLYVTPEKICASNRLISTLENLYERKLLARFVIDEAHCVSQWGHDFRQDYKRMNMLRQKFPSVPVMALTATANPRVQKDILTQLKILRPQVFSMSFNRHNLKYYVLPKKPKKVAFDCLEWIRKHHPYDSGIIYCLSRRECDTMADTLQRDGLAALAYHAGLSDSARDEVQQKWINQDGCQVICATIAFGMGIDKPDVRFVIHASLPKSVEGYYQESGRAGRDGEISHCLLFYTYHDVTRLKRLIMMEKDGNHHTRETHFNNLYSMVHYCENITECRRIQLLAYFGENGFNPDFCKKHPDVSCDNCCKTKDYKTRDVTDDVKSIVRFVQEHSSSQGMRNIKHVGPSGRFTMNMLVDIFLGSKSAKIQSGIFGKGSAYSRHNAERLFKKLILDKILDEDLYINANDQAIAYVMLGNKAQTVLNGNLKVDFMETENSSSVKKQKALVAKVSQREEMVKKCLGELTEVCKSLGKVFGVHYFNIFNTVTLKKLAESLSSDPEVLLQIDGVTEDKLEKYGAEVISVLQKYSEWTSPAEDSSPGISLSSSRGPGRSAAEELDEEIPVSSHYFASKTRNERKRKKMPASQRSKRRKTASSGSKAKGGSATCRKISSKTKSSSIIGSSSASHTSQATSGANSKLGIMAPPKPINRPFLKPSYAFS
POLK inh: qHTS for Inhibitors of Polymerase Kappa; DNA polymerase kappa (Homo sapiens), Q9UBT6; purified Pol kappa, fluorescent DNA synthesis assay, 10 min; Potency, µM (top dose mostly 107 µM), inactives show at the highest dose activity, negative = inhibition, usual class: inhibitors; 400,000 compounds, 0.53% hits; AID 588579, 2011; also: % is scaled to controls: 0 for no effect and ±100 for the full control effect
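Inhibition of 10 nM Pol kappa is measured by a fluorescent read-out at 0 and 10 min following addition of 50 nM substrate (final), with a 15-min room-temperature compound preincubation.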
Apoferritin bind: qHTS Assay for Identification of Novel General Anesthetics; apoferritin/1-aminoanthracene competitive binding, fluorescence; Potency, µM (titrated, usually from 77.5 µM), for inactives: at the top dose activity change, negative = displacement, hits mostly inhibitors; 350,000 compounds, 0.074% hits; AID 485281, 2010; also: % is scaled to controls: 0 for no effect and ±100 for the full control effect; nearly all actives have a fitted effect of over 20% in size
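Horse-spleen apoferritin (10 uM) was mixed with 50% saturated 1-aminoanthracene in PBS, exposed to compounds for 10 min at room temperature, and read for fluorescence (ex 380 nm, em 535 nm). Competitive displacement was fitted with a four-parameter Hill equation.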
The depositor's hits bear a star; ? = inconclusive; . = no result given; & = joins results of further samples; [ ] = remark or other dose. Calls follow the shape of the dose curve; as a rule, active = well fitted curve in the direction sought with a large enough effect; inconclusive = small, poorly fitted or top-dose-only effect, or another doubt; inactive = no such curve, though single readings can be large; an effect the other way counts as inactive or inconclusive. Potency is read from the fitted curve at half-maximal effect. These rows are one share of the data; rates above refer to the full screens.

SMILES	POLI inh	G9a block	Pol eta inh	BAZ2B inh	Pol beta inh	APEX1 inh	BLM inh	POLK inh	Apoferritin bind
CCc1ccc2oc(C(=O)Nc3c(C)n(C)n(-c4ccccc4)c3=O)cc(=O)c2c1	11%	?	-6%	0%	10%	.	-1%	-21%	-2%
Cc1csc(NC(=O)C2CCCN2C(=O)OCC(C)C)n1 (stereo unspecified)	0%	?	-13%	-7%	8%	4%	-2%	7%	-10%
CN1C(=O)C(C)(C)c2cc(S(=O)(=O)NCc3ccc(Cl)cc3)ccc21	18%	14%	-20%	7%	8%	-4%	-2%	-10%	-21%
CCO[C@@H]1OC(C(=O)NC2CC2)=C[C@H](C)[C@H]1CCCO	11%	9%[59 µM]	-15%	2%	34%	6%	-1%	6%	1%
COc1ccc(NC(C)=O)cc1NC(=O)CSc1nc2ncccc2[nH]1	2%	5%	-14%	-23%	-7%	4%	0%	-9%	-12%
Nc1c(C(=O)Nc2ccccc2)sc2nc3c(c(-c4ccco4)c12)CCC3	?	?	?	5%	36%	-3%	-10%	-29%	-1%
Cc1cccc(N2CCN(C(=O)C3CCN(S(=O)(=O)c4cccnc4)CC3)CC2)c1C	0%	16%	1%	3%	1%	2%	-2%	-3%	-8%
CC(Cc1ccccc1)(NC(=O)CN)c1ccccc1 (stereo unspecified)	.	18%[59 µM]	.	79µM*	9%	2%&10%	2%	.	-6%
Cn1c(Cn2cnc3ccccc32)nnc1SCC(=O)CC(=O)Nc1ccccc1	6%	20%[59 µM]	1%	17%	7%	-6%	-1%	-13%	-9%
Cc1ccc(S(=O)(=O)NCC(=O)OCc2csc(-c3ccccc3)n2)cc1	-17%	?	-21%	-5%	5%	2%	0%	2%	?
Cc1cc2c(cc1S(=O)(=O)Nc1cccc(C)c1C)n(C)c(=O)c(=O)n2C	11%	13%	-5%	-3%	-1%	9%	1%	6%	-18%
CC(C)C(NC(=O)c1ccc(Br)cc1)C(=O)NC1=NCCS1 (stereo unspecified)	17%	.	-1%	-14%	1%	14%	-2%	5%[60.1 µM]	-4%
CC1CCN(c2nc3c(c(=O)[nH]c(=O)n3C)n2Cc2ccccc2Cl)CC1	-3%	14%[59 µM]	-18%	-6%	11%	-3%	-3%	2%	-5%
CCc1nnc(NC(=O)CSc2nccn2Cc2ccc(F)cc2)s1	17%	13%[59 µM]	-9%	15%	-24%	.	-5%	2%[60.1 µM]	21%
COc1cccc(OCc2nn[nH]n2)c1	158%[activator]	.	-1%	-3%	-1%	10%	3%	-4%	0%
Cc1cc(C)nc(-n2ncc3c2CC(C)CC3=O)n1 (stereo unspecified)	74%[activator]	-29%	-14%	-8%	10%	2%	-3%	-4%	2%
NC(=O)C1CCN(CC(=O)Nc2cc(Cl)ccc2Oc2ccccc2)CC1	3%	-2%	-18%	-16%	10%	-8%	-4%	-8%	-9%
Cc1cc(=O)[nH]c(=S)[nH]1	4%	?	-12%	2%	-1%	-3%&-3%&2%	-4%&1%	-7%	3%&3%
CCOC(=O)c1cnc2oc3ccccc3n2c1=O	?	.	-11%	18%	6%	-16%	-11%	-18%	-5%
CN1CCN(NC(=O)/C=C/c2cccc([N+](=O)[O-])c2)CC1	18%	-4%	0%	-1%	17%	34%	1%	-4%	-6%

13 of the compounds above, with two lines to a compound.
Results follow in this order: POLI inh | G9a block | Pol eta inh | BAZ2B inh | Pol beta inh | APEX1 inh | BLM inh | POLK inh | Apoferritin bind
CC(Cc1ccccc1)(NC(=O)CN)c1ccccc1 (stereo unspecified)
  . | 18%[59 µM] | . | 79µM* | 9% | 2%&10% | 2% | . | -6%
Cn1c(Cn2cnc3ccccc32)nnc1SCC(=O)CC(=O)Nc1ccccc1
  6% | 20%[59 µM] | 1% | 17% | 7% | -6% | -1% | -13% | -9%
Cc1ccc(S(=O)(=O)NCC(=O)OCc2csc(-c3ccccc3)n2)cc1
  -17% | ? | -21% | -5% | 5% | 2% | 0% | 2% | ?
Cc1cc2c(cc1S(=O)(=O)Nc1cccc(C)c1C)n(C)c(=O)c(=O)n2C
  11% | 13% | -5% | -3% | -1% | 9% | 1% | 6% | -18%
CC(C)C(NC(=O)c1ccc(Br)cc1)C(=O)NC1=NCCS1 (stereo unspecified)
  17% | . | -1% | -14% | 1% | 14% | -2% | 5%[60.1 µM] | -4%
CC1CCN(c2nc3c(c(=O)[nH]c(=O)n3C)n2Cc2ccccc2Cl)CC1
  -3% | 14%[59 µM] | -18% | -6% | 11% | -3% | -3% | 2% | -5%
CCc1nnc(NC(=O)CSc2nccn2Cc2ccc(F)cc2)s1
  17% | 13%[59 µM] | -9% | 15% | -24% | . | -5% | 2%[60.1 µM] | 21%
COc1cccc(OCc2nn[nH]n2)c1
  158%[activator] | . | -1% | -3% | -1% | 10% | 3% | -4% | 0%
Cc1cc(C)nc(-n2ncc3c2CC(C)CC3=O)n1 (stereo unspecified)
  74%[activator] | -29% | -14% | -8% | 10% | 2% | -3% | -4% | 2%
NC(=O)C1CCN(CC(=O)Nc2cc(Cl)ccc2Oc2ccccc2)CC1
  3% | -2% | -18% | -16% | 10% | -8% | -4% | -8% | -9%
Cc1cc(=O)[nH]c(=S)[nH]1
  4% | ? | -12% | 2% | -1% | -3%&-3%&2% | -4%&1% | -7% | 3%&3%
CCOC(=O)c1cnc2oc3ccccc3n2c1=O
  ? | . | -11% | 18% | 6% | -16% | -11% | -18% | -5%
CN1CCN(NC(=O)/C=C/c2cccc([N+](=O)[O-])c2)CC1
  18% | -4% | 0% | -1% | 17% | 34% | 1% | -4% | -6%

Another view of part of the listing above:
Sequence of screens: POLI inh, G9a block, Pol eta inh, BAZ2B inh, Pol beta inh, APEX1 inh, BLM inh, POLK inh, Apoferritin bind
COc1ccc(NC(C)=O)cc1NC(=O)CSc1nc2ncccc2[nH]1
    2%, 5%, -14%, -23%, -7%, 4%, 0%, -9%, -12%
Cc1ccc(S(=O)(=O)NCC(=O)OCc2csc(-c3ccccc3)n2)cc1
    -17%, ?, -21%, -5%, 5%, 2%, 0%, 2%, ?

Additional structures follow.
SMILES	POLI inh	G9a block	Pol eta inh	BAZ2B inh	Pol beta inh	APEX1 inh	BLM inh	POLK inh	Apoferritin bind
CCOc1cc(N2CCOCC2)c(OCC)cc1NC(=O)CN1CCN(Cc2ccc3c(c2)OCO3)CC1	-14%	14%[12.7 µM]	-5%	-24%	28%	-1%	-8%	-3%	-4%
COc1ccc(-c2noc(-c3ccc(NC4CCCC4)c([N+](=O)[O-])c3)n2)cc1	59%[activator]	?	-8%	-32%	3%	.	-6%	-3%	-4%
COC(=O)c1ccc(C(=O)OC)c(NC(=O)c2cc3nc(-c4ccc(C)cc4)cc(C(F)(F)F)n3n2)c1	-9%	2%[59 µM]	-9%	-12%	24%	.	2%	1%	7%
Clc1ccc(Nc2nc(NCCN3CCOCC3)nc(N3CCOCC3)n2)cc1	2%	19%[12.7 µM]	-17%	3%	0%	0%	-1%	-7%	4%
Cc1ccsc1C(C(=O)NCc1ccccc1)N(C(=O)c1csnn1)c1ccccc1 (stereo unspecified)	24%	-6%	-4%	0%	-27%	49%[activator]	-1%	5%	-4%
CCCCCCc1cc2cc(-c3nnc(-c4ccccc4OC)o3)c(=O)oc2cc1O	?	66%[activator][12.7 µM]	8.9µM*	?	14µM*	?	?	20µM*	-6%
CCn1c(COc2ccc3c(c2)CCCC3)nnc1SCC(=O)Nc1nccs1	8%[58.9 µM]	-6%[59 µM]	5%	6%	4%	-4%	-2%	0%	1%
Cc1ccc(SCC(=O)N(C)CC(=O)Nc2cccc(F)c2)c(C)c1	-8%	-5%	-6%	7%	.	-19%	.	-21%	.
O=c1c2ccccc2nc2sc(Nc3ccc(F)cc3)nn12	13%	10%[0.501 µM]	-8%	-28%	.	?	.	-4%	.
O=C(O)c1c(F)c(F)cc2ccccc12	70%[activator]	-2%[59 µM]	-20%	0%	0%	39%[activator]	6%	-16%	4%
N#Cc1ccc(OCC(=O)Nc2cc(S(=O)(=O)N3CCOCC3)ccc2N2CCOCC2)cc1	43%[activator]	71µM*	-4%	-7%	0%	2%	0%	-7%	1%
COc1ccc(N(C(=O)c2ccncc2)S(=O)(=O)c2ccccc2)cc1	19%	6%	-22%	-15%	26%	15%	-2%	3%	-15%
CC(=O)Cc1nsc(NC(=O)c2cccs2)n1	20%	-2%[2.33 µM]	-15%	4%	17%	-3%	1%	-10%	-4%
CC(=O)c1ccc(C(=O)N2CCCC(Nc3ccccc3)C2)s1 (stereo unspecified)	32%[activator]	-27%	-22%	-6%	20%	-1%	-3%	10%	-11%
Cc1cccc(Nc2nnc(SCC(=O)Nc3ncc(C(F)(F)F)cc3Cl)s2)c1C	12%	9%[59 µM]	-5%	-36%	6%	12%	4%	-18%	-23%
O=C1CCn2nc(-c3ccc(Cl)cc3)cc2N1	18%	24%	-19%	1%	-28%	-2%	0%	3%	0%
COc1ccc(/C=N/n2c(COc3ccccc3)n[nH]c2=S)cc1OC	157%[activator]	1.3µM*	-20%	-27%	21%	16%	-2%	-6%	-10%
N#CCC(=O)Nc1ccc(C(=O)OCC(=O)NC(=O)NCc2ccco2)cc1	?	.	?	.	.	10%	.	-8%	.
CCn1c(CCCNC(=O)c2cccs2)nc2ccccc21	-12%	?	-11%	-3%	-9%	0%	0%	2%	47%[activator]
COc1ccc(Cl)cc1N(CC(=O)NC1CC2CCC1C2)S(=O)(=O)c1ccccc1 (stereo unspecified)	26%	23%	-10%	-8%	?	11%	-8%	-8%	2%
